Compound activity from PubChem BioAssay.
NR2F2 inh = NR2F2 transcriptional activity inhibitors, primary screen, cell-based, luciferase reporter, HEK293T, luminescence; inhibition, % at 8.6 µM; AID 686940, 2013; HEK293T NGFI-A luciferase reporter; actives 0.7% (n = 370,000); COUP transcription factor 2 (Homo sapiens), P24468;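 active = inhibition above a per-plate cutoff, mean inhibition of test wells between control levels plus 3 SD, cut at about 38% in these data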;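 note: cells cotransfected with COUP-TFII expression vector driving the NGFI-A reporter; 0% = median of COUP-TF2 test wells and 100% = reporter-only cells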
TLR9-MyD88 inh = inhibitors of TLR9-MyD88 association in cells, primary screen, cell-based, CHO, BLA complementation, fluorescence | Toll-like receptor 9 (Homo sapiens) + Myeloid differentiation primary response protein … | CCF4 FRET ratio | inhibition, % at 4.98 µM | actives 0.21% (n = 340,000) | AID 504734, 2011;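 active = inhibition above the mean over all tested compounds plus 3 SD, cut at about 21% in these data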;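 note: 0% = DMSO only wells and 100% = clavulanate BLA inhibitor control wells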
Target sequence (Q99836 whole entry, looked up): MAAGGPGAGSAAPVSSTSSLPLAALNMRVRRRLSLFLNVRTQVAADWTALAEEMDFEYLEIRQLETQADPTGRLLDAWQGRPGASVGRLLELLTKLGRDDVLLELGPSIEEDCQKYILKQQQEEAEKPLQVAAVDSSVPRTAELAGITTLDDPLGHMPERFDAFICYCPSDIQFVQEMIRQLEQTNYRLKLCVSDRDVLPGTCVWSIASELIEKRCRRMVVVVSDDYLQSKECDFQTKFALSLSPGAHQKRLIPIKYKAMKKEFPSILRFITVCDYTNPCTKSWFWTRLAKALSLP
Target sequence (Q9NR96 whole entry, looked up): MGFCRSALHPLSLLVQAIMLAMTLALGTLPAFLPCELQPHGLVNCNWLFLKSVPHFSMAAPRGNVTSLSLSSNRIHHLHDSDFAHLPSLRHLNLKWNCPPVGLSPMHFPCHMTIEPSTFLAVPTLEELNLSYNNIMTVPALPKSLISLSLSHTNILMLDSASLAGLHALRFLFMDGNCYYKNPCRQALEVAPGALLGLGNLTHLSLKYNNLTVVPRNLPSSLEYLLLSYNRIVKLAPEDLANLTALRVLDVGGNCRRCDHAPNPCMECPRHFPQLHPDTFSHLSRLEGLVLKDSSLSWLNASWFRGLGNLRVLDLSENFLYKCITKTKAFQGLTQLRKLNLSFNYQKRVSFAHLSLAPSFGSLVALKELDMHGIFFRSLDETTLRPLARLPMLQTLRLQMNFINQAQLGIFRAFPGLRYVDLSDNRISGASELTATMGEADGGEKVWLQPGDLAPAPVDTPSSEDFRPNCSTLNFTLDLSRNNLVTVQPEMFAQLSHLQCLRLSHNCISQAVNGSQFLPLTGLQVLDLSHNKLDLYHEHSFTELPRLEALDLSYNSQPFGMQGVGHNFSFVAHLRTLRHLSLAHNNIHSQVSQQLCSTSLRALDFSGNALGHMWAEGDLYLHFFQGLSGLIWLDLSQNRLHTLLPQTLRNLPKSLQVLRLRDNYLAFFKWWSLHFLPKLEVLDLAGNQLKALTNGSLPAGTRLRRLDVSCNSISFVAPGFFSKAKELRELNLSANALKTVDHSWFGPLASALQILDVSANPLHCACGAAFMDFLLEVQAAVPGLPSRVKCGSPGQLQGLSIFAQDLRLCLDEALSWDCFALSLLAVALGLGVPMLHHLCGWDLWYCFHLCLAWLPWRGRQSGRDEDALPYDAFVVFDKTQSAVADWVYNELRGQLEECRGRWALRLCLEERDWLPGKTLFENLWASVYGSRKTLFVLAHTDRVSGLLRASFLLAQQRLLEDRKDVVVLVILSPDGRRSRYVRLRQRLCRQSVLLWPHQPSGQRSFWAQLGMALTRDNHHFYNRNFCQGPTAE
MC4R antag cAMP = MC4R antagonists of cAMP signaling, primary screen, cell-based, TR-FRET, antagonist arm of biased-ligand search; AID 540295, 2011; actives 0.48% (n = 360,000); MC4R-expressing cells, MTII-stimulated cAMP, LANCE TR-FRET; inhibition, % at 6.5 µM;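 active = inhibition above its plate's cutoff, the mean of tested wells on that plate plus 3 SD, cut at about 29% in these data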;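 note: 0% = Melanotan II alone and 100% = Melanotan II plus saturating MCL0020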
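Material – human MC4R-expressing U2OS cells · Repeats – no replicates · Detection – TR-FRET with Eu-cAMP and labeled anti-cAMP, 671 nm · Times – compound 30 min, challenge 1 h, detection 1 h · Compound – single nominal compound dose of 6.5 µM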
NOD2 RIPK2 PPI = NOD2-RIPK2 binding disruptors in cells, primary screen, fluorescence, CHO cells, BLA complementation. Receptor-interacting serine/threonine-protein kinase 2 (Homo sapiens), O43353. CCF4 ratio. inhibition, % at 4.98 µM. actives 0.38% (n = 360,000). AID 624267, 2012; in the data active = inhibition above about 21%;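 note: 0% = vehicle only and 100% = reference blocker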
LRH-1 inv ag = LRH-1 (NR5A2) inverse agonists, primary screen, cell-based, luminescence, HEK293T, StAR-luciferase reporter | LRH-1 transfected, 24 h | inhibition, % at 3.6 µM | actives 0.13% (n = 360,000) | AID 602396, 2012;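 active = inhibition above the mean inhibition of all tested compounds plus 3 SD, cut at about 73% in these data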;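 note: 0% = DMSO wells and 100% = reporter-only cells lacking LRH-1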
EBV LMP1 NFkB = EBV LMP1-driven NF-kappaB luciferase reporter inhibitors, primary screen, cell-based, luminescence, single point | LMP1-induced NF-kappaB luciferase reporter cells | inhibition, % at 12.5 µM | actives 0.69% (n = 350,000); in the data active = inhibition above about 41%;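 note: 0% = neutral control wells and 100% = reference inhibitor control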
NCOA1 inh = SRC1 coactivator transcriptional activity inhibitors, primary screen, cell-based, luminescence | Nuclear receptor coactivator 1 (Homo sapiens), Q15788 | HEK293 GAL4-SRC1 luciferase reporter | inhibition, % at 3.6 µM | actives 0.12% (n = 360,000) | AID 588354, 2011;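 active = inhibition above the campaign mean plus 3 SD, with each screening campaign given its own cutoff, cut at about 60% in these data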;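 note: 0% = DMSO treated cells and 100% = gossypol at 36 µM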
SRC3 inh = SRC3 coactivator transcriptional activity inhibitors, primary screen, cell-based, luminescence | Nuclear receptor coactivator 3 (Homo sapiens), Q9Y6Q9 | HEK293 GAL4-SRC3 luciferase reporter | inhibition, % at 3.6 µM | actives 0.17% (n = 360,000);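 active = inhibition above a per-campaign cutoff, the mean of all compounds plus 3 SD, cut at about 60% in these data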;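 note: 0% = DMSO-treated cells and 100% = gossypol-treated cells at 36 µM; higher means less SRC3-driven luciferase light from the GAL4 reporter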
SRC2 inh = inhibition of GAL4-SRC2 driven luciferase reporter, primary screen, SRC2 inhibitor project, cell-based, luminescence | Nuclear receptor coactivator 2 (Homo sapiens), Q15596 | HEK293 GAL4-SRC2 luciferase reporter | inhibition, % at 9 µM | actives 0.17% (n = 370,000);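 active = inhibition above the mean inhibition of all tested compounds plus 3 SD, set per campaign, cut at about 52% in these data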;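 note: 0% = DMSO treated cells and 100% = cells given Gossypol at 36 µM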
MC4R ag barr = MC4R agonists recruiting beta-arrestin, primary screen, cell-based, luminescence, agonist arm of biased-ligand search | AID 540308, 2011 | activation, % at 8.9 µM | actives 0.98% (n = 360,000) | U2OS MC4R beta-arrestin complementation; percent of melanotan II response, DMSO zero | Melanocortin receptor 4 (Homo sapiens), P32245;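 active = activation above a per-plate cutoff, the mean activation of sample wells on that plate plus 3 SD, cut at about 8% in these data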
ABHD5 PLIN5 PPI = ABHD5-PLIN5 interaction inhibitors, primary screen, cell lysate, split luciferase complementation, luminescence; Perilipin-5 (Homo sapiens) + 1-acylglycerol-3-phosphate O-acyltransferase ABHD5 (Homo …; Split G. princeps luciferase complementation, 4 h; inhibition, % at 4 µM; actives 0.78% (n = 360,000);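 active = inhibition above the mean inhibition across every tested compound plus 3 SD, cut at about 22% in these data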;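 note: 0% = DMSO only wells and the 100% control is not disclosed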
* marks the source's active call; other numbers are inactive results; · = not tested or not shown. These rows are one share of the data. The share of hits here may be higher or lower than overall.

SMILES	NR2F2 inh	TLR9-MyD88 inh	MC4R antag cAMP	NOD2 RIPK2 PPI	LRH-1 inv ag	EBV LMP1 NFkB	NCOA1 inh	SRC3 inh	SRC2 inh	MC4R ag barr	ABHD5 PLIN5 PPI
Cc1ccc(-c2nc3ncccc3n2O)cc1	-17	4	1	-4	-46	-6	-13	-21	-18	-1.1	-3
COc1cc(C(=O)NCCc2ccc3c(c2)OCCO3)ccc1OCC(=O)N1CCOCC1	-11	-2	3	-4	-5	-2	-22	3	16	-2.7	-6
Cc1nc(SCC(=O)Nc2cc(S(=O)(=O)N3CCOCC3)ccc2Cl)nc(C)c1C	-16	-17	0	2	7	-3	8	-1	-10	-0.1	8
COc1ccc(S(=O)(=O)Nc2cccc3c2O[C@H](CN(C)C(=O)NC2CCCCC2)[C@@H](C)CN([C@H](C)CO)C3=O)cc1	22	6	-2	2	-28	-2	4	7	-17	-0.2	0
O=C(NCc1ccccc1)/C(=C\c1cccc([N+](=O)[O-])c1)NC(=O)c1ccco1	-11	-10	7	-4	5	6	-35	-2	-30	-1.8	0
O=C1OCC(c2ccccc2)=C1c1ccccc1[N+](=O)[O-]	13	0	16	-14	-12	-10	-17	1	4	-3.0	2
COc1cc(C2CC(=O)Oc3cc(C)c(Br)c(C)c32)cc(OC)c1OC (stereo unspecified)	-7	-7	12	4	7	5	0	-6	4	-2.0	-1
O=C(c1cncs1)N1CCCC(CNS(=O)(=O)c2cccs2)C1 (stereo unspecified)	-3	5	8	3	17	11	2	22	-12	-1.7	-5
COc1ccc(C)cc1-n1nnnc1SCc1nc2ccccc2c(=O)[nH]1	-5	7	-3	-1	11	6	18	12	6	-1.9	3
Cc1ccc(Cc2cnc(N3C(=N)SC(C)C3=O)s2)cc1 (stereo unspecified)	-6	-6	-4	5	6	6	-12	18	-8	-3.3	-6
Cc1ccc(NC(=O)c2sc(N)nc2C)cc1	-24	-1	-4	0	-43	4	-54	-60	-66	-2.5	3
CCC1Oc2ccc(C)cc2N(CC(=O)N(Cc2ccncc2)Cc2ccco2)C1=O (stereo unspecified)	-8	-11	4	-8	1	-12	2	-7	8	-0.7	2
CC(C)(C)NS(=O)(=O)c1ccc(CCC(=O)N2CCCC2)cc1	-12	16	4	-10	13	-4	-7	7	-19	-2.3	-2
O=C(CCCN1C(=O)C(c2ccccc2)Oc2cccnc21)Nc1ccccc1Cl (stereo unspecified)	2	4	-1	-9	-33	-2	-15	-28	11	2.3	-1
CCN(CC(=O)Nc1ccc(NC(C)=O)cc1)C(=O)C12CC3CC(CC(Cl)(C3)C1)C2	-6	-2	12	5	-1	5	0	3	13	-1.5	-4
CC(Sc1nc2c(c(=O)[nH]1)CCCC2)C(=O)Nc1ccccc1C#N (stereo unspecified)	-23	8	4	-7	11	-5	3	1	-33	-1.7	5
O=C(Nc1cccc2[nH]c([C@H]3C[C@H](O)[C@@H](CO)O3)nc12)NC(c1ccccc1)c1ccccc1	13	·	15	3	-7	·	-16	-6	-15	-1.1	2
Cc1csc(SCC(=O)c2c(N)n(CC(C)C)c(=O)n(C)c2=O)n1	19	-2	-1	-2	1	10	-4	28	12	-0.8	-4
C=CCN1C(=O)C(=O)N(CC(=O)c2ccc3c(c2)CCCC3)C1=O	-30	-13	10	3	-33	-6	-41	-6	-32	1.7	-1
CNc1nc(C)c(C(=O)OCc2ccccc2)s1	-25	-8	-5	-9	-36	-1	-37	-28	-24	-1.2	-2
CCC(=O)Nc1ccc(C(=O)NNC(=O)Cc2ccccc2)cc1	-5	4	1	-7	-3	3	8	6	-1	-0.5	-5
O=C1NC(=O)/C(=C\c2ccc(Cl)cc2Cl)N1	-9	4	-5	-2	-3	-3	-8	-4	2	-2.0	3
CCOC(=O)CN1CC23C=CC(O2)C(C(=O)Nc2ccc4c(c2)OCO4)C3C1=O (stereo unspecified)	-25	0	23	5	-32	-11	-12	-21	-24	0.1	7
COC1(OC)C(=N/O)/C(=N\O)CCC1O (stereo unspecified)	11	8	4	1	-2	4	-27	-1	-14	1.8	9
O=S(=O)(N/N=C\C=C\c1ccccc1)c1ccccc1	-1	-10	2	4	15	7	-20	4	-13	0.1	-3
O=C(CCOc1cccc(Br)c1)Nc1ccc(F)c(S(=O)(=O)N2CCOCC2)c1	-4	3	1	3	10	16	-7	12	2	-2.2	0
O=C(CSc1nc(-c2ccccc2)cc(=O)[nH]1)N1CCOCC1	3	-2	15	3	1	8	10	-5	0	-0.6	-1
Cc1ccc(NC(=O)/C(=C\c2cccc([N+](=O)[O-])c2)NC(=O)c2cccs2)cc1	10	3	-5	-2	15	-7	7	13	-18	-0.5	15
O=C(NN=C1CCCCC1)NC1CCCCC1	-2	3	3	9	-10	-1	-7	-26	0	-0.2	3
O=C(O)c1cc([N+](=O)[O-])cc2c1nnn2O	5	9	-5	2	7	-2	-9	7	-12	-7.1	8
COC(=O)CCC(=O)OC1(C)C(=O)C=C2C=C(C3CC3)N(C3CCCC3)C=C2C1=O (stereo unspecified)	-14	-9	-6	-5	8	1	3	0	-17	-0.2	-15
COc1c2c(nc3ccccc13)OC(C(C)(O)COC(C)=O)C2 (stereo unspecified)	-3	-9	5	-2	23	-4	-7	-17	10	-1.0	0
Cc1ccc(S(=O)(=O)NC2CCCCCC2)cc1C(N)=O	-6	-9	7	-9	-15	8	-5	-3	-24	-3.4	-5
COc1ccc(CCNC(=O)C(=O)c2c[nH]c3ccccc23)cc1OC	13	-3	3	5	-20	22	-20	1	0	0.4	-9
COc1ccccc1NC(=S)NC1CCC(CC2CCC(NC(=S)Nc3ccccc3OC)CC2)CC1 (stereo unspecified)	10	5	7	5	7	12	-42	8	-5	-1.9	-5
CCC(CC)NC(=O)c1cc2c(C)nn(Cc3ccccc3Cl)c2s1	-12	-3	-3	-8	-3	6	5	2	9	1.3	-3
CN(C)c1ccc(C(CNS(=O)(=O)c2ccc(F)cc2)c2c[nH]c3ccccc23)cc1 (stereo unspecified)	-6	8	4	1	5	-7	2	-8	-20	-0.5	-1
O=C(CCSc1ccccc1)NC1CCCC1	-3	10	6	-11	4	-21	-21	-1	4	-1.1	-7
COc1ccc(-c2nc(NC(C)=O)sc2-c2ccccc2)cc1	-8	-2	17	0	8	3	5	-6	-12	-0.7	-2
Cc1cccc(OCC2=NS(=O)(=O)c3ccccc3N2)c1	-2	10	5	-9	-45	-11	-30	-39	-36	-0.4	4
O=C(c1ccco1)N1CCN(C(=O)c2cnn3c(C(F)(F)F)cc(-c4cccs4)nc23)CC1	24	-2	-1	5	-4	-6	-11	1	8	-0.4	8
COC(=O)c1c(NC(=O)CSc2ncnc3ccccc23)sc(C)c1C	2	-3	-4	-8	20	7	12	19	14	15*	-3
Cc1cc(C)n(/N=C/c2ccc(O)cc2)c(=O)c1C#N	5	2	13	1	16	-4	-9	13	-40	-2.7	-3
S=c1[nH]nc(-c2ccccc2Cl)n1/N=C/C=C/c1ccco1	6	·	3	-12	1	·	-7	-4	-13	-2.6	-5
O=C(NCC1CCCO1)C(c1cccs1)N(Cc1cccs1)C(=O)Cn1nnc(-c2cccs2)n1 (stereo unspecified)	-1	6	4	-8	14	-6	9	-14	-1	-1.5	1
CC1(C(=O)Nc2cccc(NS(C)(=O)=O)c2)Cc2c(-c3cccc(C(N)=O)c3)ccnc2O1 (stereo unspecified)	-7	·	-2	14	13	·	3	-23	-25	-1.3	1
O=C(CSc1nnc2c(Cl)cc(C(F)(F)F)cn12)NCc1ccc(F)cc1	15	-17	4	2	4	-14	-15	-7	8	-4.0	-4
COc1cccc(NC(=S)N(CCN(C)C)C(C)c2cccnc2)c1 (stereo unspecified)	8	-10	2	-2	-17	-3	4	-7	-2	-1.6	-6
Cc1oc2c(C)c3oc(=O)c(CCC(=O)NCCCN4CCCC4=O)c(C)c3cc2c1C	25	-3	2	2	-9	2	-28	-4	4	0.4	-2
O=C(CSc1n[nH]c(=O)n1C1CC1)c1c[nH]c2ccccc12	4	-13	13	-1	4	-7	-19	-18	-10	0.6	-5
CN(C1CCCCC1)S(=O)(=O)c1ccc(NC(=O)C2CCCCC2C(=O)O)cc1 (stereo unspecified)	-5	1	-2	-1	-7	1	1	17	-20	0.0	-1
CN1CCc2c(sc(NC(=O)c3ccc(S(=O)(=O)N4CCOCC4)cc3)c2C(N)=O)C1	·	-6	-4	-1	5	-9	-8	11	·	-1.1	0
COc1ccc(Oc2ncccc2[N+](=O)[O-])cc1	-15	7	1	-5	13	-1	-3	22	-24	0.3	2
O=C(NCc1cc(C(F)(F)F)cc(C(F)(F)F)c1)C1CC(c2ccccc2F)=NO1 (stereo unspecified)	7	2	4	-5	9	-4	2	9	16	3.8	2
COc1ccccc1-c1ccc(SCc2cccc(C)c2)nn1	10	-1	10	4	-16	3	5	-15	15	-2.1	-4
COc1cccc(CN2CCN(S(=O)(=O)c3ccc(Cl)s3)CC2)c1	12	-5	14	-5	-22	-5	-3	9	-19	-0.2	1
CCOC(=O)c1nc2nc(C)c(Cl)c(=O)n2[nH]1	0	-9	13	-3	3	-5	6	-5	2	2.0	-2
NC(=O)N/N=C/c1ccccc1OC(=O)c1cc2ccccc2oc1=O	-32	5	1	-3	-15	-18	-154	-47	-14	0.9	2

Exported as comma-separated lines: part of the list above.
Structure,NR2F2 inh,TLR9-MyD88 inh,MC4R antag cAMP,NOD2 RIPK2 PPI,LRH-1 inv ag,EBV LMP1 NFkB,NCOA1 inh,SRC3 inh,SRC2 inh,MC4R ag barr,ABHD5 PLIN5 PPI
CC1(C(=O)Nc2cccc(NS(C)(=O)=O)c2)Cc2c(-c3cccc(C(N)=O)c3)ccnc2O1 (stereo unspecified),-7,·,-2,14,13,·,3,-23,-25,-1.3,1
O=C(CSc1nnc2c(Cl)cc(C(F)(F)F)cn12)NCc1ccc(F)cc1,15,-17,4,2,4,-14,-15,-7,8,-4.0,-4
